# Tau FP inhib: blocks human tau fibril formation measured by polarization | hit rate 0.39% among 280,000 | Potency, µM (doses to about 57.7 µM), for inactives: at the top dose activity, negative = inhibition, usual class: inhibitors | K18 P301L tau heparin fibrillization, Alexa594 FP, 6 h | P10636; also: nearly all actives have a fitted effect of over 55% in size
# Target sequence (P10636 561-689 P618L limits assumed): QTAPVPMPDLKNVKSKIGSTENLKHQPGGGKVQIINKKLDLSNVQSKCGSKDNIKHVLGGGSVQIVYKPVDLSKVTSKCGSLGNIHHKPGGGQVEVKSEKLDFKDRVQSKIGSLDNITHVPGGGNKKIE
#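 Human tau K18 […] P301L fragment, 15 uM unlabeled plus 0.24 uM Alexa 594-labeled tau (final), with compound and 20 uM heparin in 100 mM sodium acetate pH 7; 6 hr at 37 C, then Alexa 594 FP read.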
# TRb SRC2 PPI: disrupts binding of human TR beta to SRC2. hit rate 0.065% among 280,000. Potency, µM (titrated, usually from 106 µM), inactives show top-dose activity change, negative = inhibition, usual class: inhibitors. P10828. TRbeta-SRC2 peptide binding, fluorescence polarization; receptor liganded with 1 µM T3;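 also: plate controls were bound peptide for no effect and peptide without receptor for full effect; nearly all actives have a fitted effect of over 50% in size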
#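 Human TRb LBD (0.6 uM) plus Texas Red-labeled SRC2 peptide (20 nM), 1uM T3, 5% DMSO, 5 hr at ambient temperature. Decreased polarization (555/632 nm) flags inhibition; data normalized to free and bound peptide controls.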
# Tau fluor counter: counter-screen for tau fibril formation inhibitors. tau K18 P301L Alexa594 fluorescence, heparin fibrillization. Potency, µM (top dose mostly 57.7 µM), without a hit: top-dose activity change, negative = decrease. hit rate 0.93% among 280,000; also: nearly all actives have a fitted effect of over 55% in size
#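 Human K18 P301L tau (15 uM unlabeled plus 0.24 uM Alexa 594-labeled, final) in 100 mM sodium acetate pH 7 was mixed with compound and 20 uM heparin and incubated 6 hr at 37 C.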
# TexasRed fluor: Texas Red fluorescence interference in TRb-SRC2 counter-screen. TRb/SRC2 Texas Red total fluorescence interference. Potency, µM (series often up to 106 µM), without a hit: at the highest dose fluorescence change, negative = quenching. hit rate 0.29% among 280,000. AID 1479; active = well fitted curve in either direction with a large enough effect; inconclusive = small, poorly fitted or top-dose-only effect
#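 Human TRβ ligand-binding domain (0.6 uM) and Texas Red SRC2 peptide (20 nM) in Tris buffer with 1 uM T3 and 5% DMSO were incubated with pinned compound for 5 hr at ambient temperature. Total fluorescence was computed as S + 2P (555/632 nm).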
# L3MBTL1 block: inhibitors of human L3MBTL1; Potency, µM (top dose mostly 57.1 µM), for inactives: at the highest dose activity, negative = inhibition, hits mostly inhibitors; hit rate 0.66% among 230,000; AlphaScreen L3MBTL1–H3K9me1 peptide binding; also: nearly all actives have a fitted effect of over 60% in size
#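 Read-out is AlphaScreen signal from streptavidin donor and nickel chelate acceptor beads (10 ug/mL final each) bridging L3MBTL1 (50 nM) and biotinylated K9-monomethylated H3(1-15) peptide (75 nM), after 30 min compound exposure at room temperature.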
# ALDH1A1 block: blocks purified human ALDH1A1 activity | hit rate 7.3% among 220,000 | Purified ALDH1A1, NADH fluorescence, propionaldehyde substrate | AID 1030 | Potency, µM (top dose mostly 75.3 µM), for the others: at the highest dose activity, negative = inhibition, actives largely listed as inhibitors; active = well fitted inhibition curve with a large enough effect, not every such curve was filed as active; inconclusive = small, poorly fitted or top-dose-only effect, or another doubt; inactive = no such curve, though single readings can be large or run the other way;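 also: plate controls were no enzyme wells and a reference inhibitor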
# Target sequence (P00352 whole entry, looked up): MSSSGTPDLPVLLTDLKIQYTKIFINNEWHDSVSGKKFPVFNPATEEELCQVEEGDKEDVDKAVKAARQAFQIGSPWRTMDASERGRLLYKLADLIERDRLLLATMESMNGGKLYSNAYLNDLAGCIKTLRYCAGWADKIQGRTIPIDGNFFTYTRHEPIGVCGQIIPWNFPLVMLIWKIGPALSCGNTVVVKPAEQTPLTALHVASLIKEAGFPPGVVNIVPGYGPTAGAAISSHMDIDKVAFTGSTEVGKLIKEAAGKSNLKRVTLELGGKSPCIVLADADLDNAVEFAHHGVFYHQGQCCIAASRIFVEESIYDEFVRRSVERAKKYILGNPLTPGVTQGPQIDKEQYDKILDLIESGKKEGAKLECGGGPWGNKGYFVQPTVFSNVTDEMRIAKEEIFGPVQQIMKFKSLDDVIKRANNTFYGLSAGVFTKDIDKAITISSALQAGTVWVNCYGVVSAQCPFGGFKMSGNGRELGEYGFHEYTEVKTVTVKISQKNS
# GLA spleen mod: inhibits or activates alpha-galactosidase in human spleen homogenate. P06280. human spleen homogenate, 4MU-alpha-Gal fluorescence, 40 min. Potency, µM (top dose mostly 80 µM), inactives show top-dose activity change, negative = inhibition, most hits filed as inhibitors. hit rate 0.008% among 240,000. AID 2107;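 also: 0% = enzyme with vehicle and -100% = no enzyme basal signal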
# Target sequence (P06280 32-429 limits assumed): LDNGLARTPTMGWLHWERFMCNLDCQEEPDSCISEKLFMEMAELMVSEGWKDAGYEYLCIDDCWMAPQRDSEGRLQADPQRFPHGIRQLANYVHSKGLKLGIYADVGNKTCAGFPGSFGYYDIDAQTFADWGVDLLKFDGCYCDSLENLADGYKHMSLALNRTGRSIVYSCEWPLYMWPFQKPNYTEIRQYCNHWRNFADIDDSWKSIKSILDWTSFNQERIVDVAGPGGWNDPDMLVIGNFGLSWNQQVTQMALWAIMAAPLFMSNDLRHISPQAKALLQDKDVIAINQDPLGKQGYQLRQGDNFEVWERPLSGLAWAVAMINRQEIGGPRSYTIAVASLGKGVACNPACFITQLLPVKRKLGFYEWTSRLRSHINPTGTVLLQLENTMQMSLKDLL
#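 qHTS titration in buffer at pH 5.0. Alpha-galactosidase activity in spleen homogenate was measured via 4-methylumbelliferone release from 1 mM fluorogenic substrate after 40 min at 37C and a pH 10 stop. AC50 came from Hill fits of control-normalized data.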
# Tau fibril ThT: tau fibrillization inhibition (ThT binding); P10636; recombinant tau K18 P301L, heparin-induced fibrillization, ThT fluorescence; Potency, µM (series often up to 57.4 µM), for the others: top-dose activity, negative = inhibition, hits mostly inhibitors; hit rate 2.1% among 270,000; AID 1460; also: nearly all actives have a fitted effect of over 55% in size
#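 Using a mix of unlabeled (15 uM) and Alexa 594-labeled (0.24 uM) tau K18 P301L, heparin-triggered fibrillization over 6 hr at 37 C was scored by ThT fluorescence.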
# The depositor's hits bear a star; ? = inconclusive; / = not tested or not shown; & = joins results of further samples; [ ] = another dose, or the depositor's remark. Unless noted, calls follow the shape of the dose curve; as a rule, active = well fitted curve in the direction sought with a large enough effect; inconclusive = small, poorly fitted or top-dose-only effect, or another doubt; inactive = no such curve, though single readings can be large; an effect the other way counts as inactive or inconclusive. Unless noted, % is scaled to controls: 0 for no effect and ±100 for the full control effect; potency is read from the fitted curve at half-maximal effect.
SMILES,Tau FP inhib,TRb SRC2 PPI,Tau fluor counter,TexasRed fluor,L3MBTL1 block,ALDH1A1 block,GLA spleen mod,Tau fibril ThT
Cc1ccc(C)c(N2CCN(S(=O)(=O)c3c(C)nc4sccn4c3=O)CC2)c1,-10%,6%,-17%,-2%,/,/,/,-9%
CCCCCSc1nc2c(c(=O)[nH]c(=O)n2C)n1C(C)C,7%,2%,-8%,-2%,?,?,-5%,-9%
CCOc1ccc(C2Nc3cccc4cccc(c34)N2)cc1OC,?,-10%,?,-9%,-5%,?,-1%,3.5µM*
Cc1ccc2cc3cc(C(=O)N4CCCCCC4)oc3nc2c1,4%,13%,-7%,1%,15%,?,5%,-22%
COc1ccc(S(=O)(=O)N2CCCCC2)cc1NCC(=O)Nc1ccc(C)cc1,7%,-5%,?,3%,/,/,-4%,?
O=C(Nc1ccccc1)N1CCCN(c2ccc(C(F)(F)F)cn2)CC1,5%,-5%,-24%,-1%,-17%,/,5%,-18%
CN1CC=C2C(C#N)=C(N)C(C#N)(C#N)C(Cc3ccccc3)C2C1 (centres undefined),-16%,-2%,-22%,5%,-4%,?,6%,?
Cc1ccc(S(=O)(=O)NNC(=S)Nc2ccc(Cl)cc2)cc1,-3%,-10%,-25%,-1%,-16%,/,23%,-17%
CC(C)c1ccc(/C=C/C(=O)n2nnc3ccccc32)cc1,?,-10%,-15%,-2%,/,4%,7%,20µM*
Cc1cccc(NC(=O)Nc2ccc(C#N)cc2)n1,-6%,-14%,5%,1%,4%,17%,7%,-3%
Cn1cc(Br)c(C(=O)N/N=C/c2cccc(OC3CSC3)c2)n1,2%,4%,-9%,0%,-17%,-5%,-14%,?
CCCCOc1ccc(/C(O)=C2/C(=O)C(=O)N(CCCOC)C2c2ccncc2)cc1C (centres undefined),-4%,-2%,-11%,1%,2%,-7%,4%,?
Cc1cc(C)nc(N2CCC(C(=O)Nc3cccc(C(F)(F)F)c3)CC2)n1,-4%,-8%,-19%,0%,/,?,-10%,-11%
CC1CCN(C(=O)COC(=O)c2cc(Cl)cc(Cl)c2N)CC1,9%,-3%,-18%,-1%,/,?,?,-8%
Cc1ccc(Cl)cc1N1CCN(S(=O)(=O)c2cccc(S(=O)(=O)N3CCCC3)c2)CC1,-11%,-1%,-19%,0%,/,2%,-2%,-13%
Cc1ccc(C)c(Cn2c3ccccc3c3cnn(CC(=O)NCCCc4ccccc4)c(=O)c32)c1,-8%,4%,2%,-2%,/,/,/,12%
CCOc1cc(S(=O)(=O)N2CCN(Cc3ccccc3)CC2)ccc1Br,-9%,-12%,-18%,1%,/,-13%,-3%,-3%
CCCCCCCCCCCCCCCC(=O)OC/C=C(C)/C=C/C=C(C)/C=C/C1=C(C)CCCC1(C)C,-8%,5%,-9%,-2%,0%,?,-25%,-14%
C=CCn1c(=O)c2c3c(sc2n2c(Nc4ccc(OC)cc4)nnc12)CCCC3,2%,4%,-9%,5%,-7%,?,3%,-17%
CCOC(=O)c1ccc2nc(NC(=O)C(C)C)sc2c1,10%,5%,-13%,-9%,7%,?,-7%,-10%
CC(=O)NC1C(=O)N=C(SCC(=O)Nc2sc3c(c2C#N)CCCCCC3)NC1=O (centres undefined),0%,-6%,-9%,1%,/,40µM*,2%,-19%
CC(=O)c1cccc(NC(=O)c2nc(-c3ccccc3)n(-c3ccccc3C)n2)c1,5%,1%,-9%,-1%,/,/,/,2%
COC(=O)C1=C(C)NC(C)=C(C(=O)OC)C1c1ccc(-c2cc(Cl)ccc2Cl)o1,?,1%,?,0%,-3%,?,-22%,-6%
COc1ccc(C)cc1NC(=O)Nc1ccc(Br)cn1,-1%,-13%,-5%,-1%,/,6%,-1%,-15%
NS(=O)(=O)c1ccc(CCNC(=O)CNC(=O)C2CCCCC2)cc1,-10%,-2%,-10%,5%,-4%,-14%,7%,-8%

# (listing goes on)
SMILES,Tau FP inhib,TRb SRC2 PPI,Tau fluor counter,TexasRed fluor,L3MBTL1 block,ALDH1A1 block,GLA spleen mod,Tau fibril ThT
CN1CCN(c2nc(-c3cccnc3)nc3ccccc23)CC1,4%,-4%,5%,-6%,-5%,-1%&2%,1%&6%,4%
COc1ccc(CC(=O)NCc2nnc(SCC(=O)Nc3nccs3)n2-c2ccccc2)cc1,-5%,-10%,-4%,-2%,5%,9%,3%,-4%
O=C(CCC(=O)N(CC(=O)NC1CCCCC1)Cc1cccs1)Nc1ccccn1,1%,3%,-4%,-1%,/,?,-2%,1%
O=c1cc(CCl)nc2sc3ccccc3n12,1%,-1%,-3%,-3%,?,4%,-10%,-6%
CSCC[C@H](NC(=O)OC(C)(C)C)c1nnc(SCC(N)=O)o1,-3%,-3%,1%,-1%,6%,15%,2%,-2%
CCCc1cc2c(=O)c(-c3ccccn3)c(C)oc2cc1O,-5%,0%,-3%,-3%,10%,-6%,-3%,10%
Cc1cccc(OCC(O)Cn2c(=N)n(CCN3CCOCC3)c3ccccc32)c1 (centres undefined),-1%,0%,2%,-3%,3%,1%,5%,1%
O=C(NCC(c1ccc(F)cc1)N1CCOCC1)c1ccccc1F (centres undefined),1%,-6%,-6%,-1%,1%,12%,5%,-15%
CCN(CC)c1ccc(N=Cc2ccc(N(CC)CC)cc2O)cc1,?,-26%,?,23%,/,1.8µM*,-3%,?
CCc1ccc(NC(=O)CN2C(=O)CC(c3ccccc3)Sc3ccccc32)cc1 (centres undefined),-6%,-23%[53 µM],?,-81%[53 µM],/,/,/,-12%
CCc1ccc(-c2nc(SCC(=O)N3CCOCC3)n[nH]2)cc1,-5%,-5%,-5%,-1%,/,10%,0%,-3%
CC(C)NC(=O)c1sc2nc(-c3cccs3)cc(-c3cccs3)c2c1N,1%,0%,-24%,-1%,/,?,-7%,?
COc1cccc(OC)c1OCCOc1ccc(C(=O)c2ccccc2)cc1,12%,1%,-18%,-8%,36%[activator],1%,4%,?
CCCC(=O)Nc1nc(C)c(-c2csc(Nc3cc(OC)ccc3OC)n2)s1,?,-2%,14µM*[quencher],-5%,-7%,?,-6%,?
CCOC(=O)N1CCc2c(sc3c2C(=O)NC(c2ccc(N(C)C)cc2)N3)C1 (centres undefined),-19%,0%,-15%,-5%,/,/,/,0.89µM*
Cc1cc(N2CCN(S(=O)(=O)c3ccc4c(c3)OCCO4)CC2)n2ncnc2n1,1%,1%,-3%,-2%,/,-7%,-2%,-4%
Cc1cc(/C=C(\C#N)C(=O)NC2CCCCCC2)c(C)[nH]1,3%,0%,-24%,0%,-4%,?,-3%,-10%
CN(C)S(=O)(=O)c1ccc(NC(=S)NC(=O)Cc2ccccc2)cc1,?,2%,-16%,-5%,/,?,-13%,-4%
CC(=O)OC1COC(N2CCc3ccccc32)C(OC(C)=O)C1OC(C)=O (centres undefined),2%,-2%,-2%,-17%,-16%,-8%,-8%,-4%
Cc1cc(C)n(-c2ccc(C(=O)Nc3cccc(S(=O)(=O)N(C)C)c3)cc2)n1,-3%,8%,-9%,1%,11%,-6%,-5%,3%
CCc1ccc(-c2cc(N)n(-c3ccccc3)n2)cc1,4%,1%,-24%,-1%,/,7%,2%,-11%
CCc1cccc(NC(=O)CN2CCCN(Cc3cccc(C)c3)S2(=O)=O)c1,-6%,9%,-25%,0%,/,/,/,-7%
O=C(CCCCCN1C(=O)c2ccccc2C1=O)Nc1nccs1,3%,7%,-10%,-1%,3%,-1%,-14%,-5%
CC(C)(C)NC(=O)COc1ccc(CNc2ncn[nH]2)cc1,-1%,1%,-10%,-2%,0%,9%,9%,-8%
CCOc1ccc(C2NC(=O)C(C#N)=C(S)N2c2ccc(C)cc2)cc1OC (centres undefined),?,3%,-24%,-4%,/,?,3%,32µM*

# Continuation.
SMILES,Tau FP inhib,TRb SRC2 PPI,Tau fluor counter,TexasRed fluor,L3MBTL1 block,ALDH1A1 block,GLA spleen mod,Tau fibril ThT
CC(=O)C1=C(C)OC(N)=C(C#N)C1c1cccnc1 (centres undefined),-17%,2%,-8%,0%,-11%,14%,-9%,?
CCC(=O)N1CCc2cc(S(=O)(=O)NC(Cc3ccccc3)C(=O)NCc3cccc(OC)c3)ccc21 (centres undefined),-4%,-7%,-15%,0%,/,/,/,-8%
O=C(NC1c2ccccc2-c2ccccc21)N1CCCCC1,-11%,-4%,2%,-7%,-1%,5%,-2%,5%
CCOc1ccc(-n2c(SCC(=O)Nc3cc(OC)c([N+](=O)[O-])cc3C)nc3ccccc32)cc1,-2%,12%,-23%,3%,-12%,-2%,3%,-13%
CCOC(=O)Cc1nnn(CC(=O)OCC)n1,2%,0%,5%,1%,0%,-2%,1%,-2%
O=C(Cc1ccc(-n2c(=O)c3sccc3n(CC(=O)Nc3ccccc3F)c2=O)cc1)NCc1ccco1,-3%,-1%,-4%,-3%,5%,?,2%,-8%
Cc1ccc(-c2cc(C(F)F)n3ncc(C(=O)NCc4ccco4)c3n2)cc1,0%,6%,4%,-1%,-2%,?,-1%,-4%
Cc1ccc(-c2nn3c(C)nnc3s2)cc1NC(=O)CSc1ccc(Cl)cc1,?,-1%,1%,1%,1%,-4%,-1%,?
CC(=O)c1cccc(-n2c(=O)c3c4c(sc3n(CC(=O)c3ccccc3)c2=O)CN(C(C)=O)CC4)c1,-2%,-4%,4%,-16%,/,/,/,7%
Cc1cccc(C)c1NC(=O)CNC(=O)CCC(=O)c1cccs1,9%,3%,0%,-1%,5%,-1%,-10%,-1%
COC(=O)Nc1ccccc1C(=O)N1CCCCC1,3%,-18%,-6%,0%,12%,?,-4%,3%
O=C(CCSc1ccc(Cl)cc1)NCc1ccccn1,3%,-2%,-12%,0%,-8%,9%,-5%,-8%

# Some of the entries above, reformatted:
compound | Tau FP inhib | TRb SRC2 PPI | Tau fluor counter | TexasRed fluor | L3MBTL1 block | ALDH1A1 block | GLA spleen mod | Tau fibril ThT
CCOC(=O)Cc1nnn(CC(=O)OCC)n1 | 2% | 0% | 5% | 1% | 0% | -2% | 1% | -2%
O=C(Cc1ccc(-n2c(=O)c3sccc3n(CC(=O)Nc3ccccc3F)c2=O)cc1)NCc1ccco1 | -3% | -1% | -4% | -3% | 5% | ? | 2% | -8%
Cc1ccc(-c2cc(C(F)F)n3ncc(C(=O)NCc4ccco4)c3n2)cc1 | 0% | 6% | 4% | -1% | -2% | ? | -1% | -4%

# Single values from the results shown:
# CC(=O)C1=C(C)OC(N)=C(C#N)C1c1cccnc1 (centres undefined) in Tau FP inhib: -17%
# O=C(NC1c2ccccc2-c2ccccc21)N1CCCCC1 in L3MBTL1 block: -1%
